EZH2 inh = EZH2 (human) methyltransferase inhibition; Q15910; PRC2 H3K27 methylation, DELFIA TRF, 1 h; inhibition, % at 12.5 µM; 0.35% of 57,000 active; AID 651548;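 active = mean inhibition of replicates at least 50% and every single replicate also reaching 50%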;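 note: dimethyl H3K27 on biotinylated H3 21-44 peptide detected by antibody; plate controls were median neutral control wells for no effect and median positive control wells for full effect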
IDH1 R132H inh = inhibitors of human IDH1 R132H | O75874 | IDH1 R132H reductase, diaphorase/resazurin fluorescence, 60 min | inhibition, % at 10 µM | 0.18% of 70,000 active | AID 624101; in the data active = inhibition above about 34%;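 note: 0% = DMSO and 100% = no enzyme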
Target sequence (O75874 whole entry R132H): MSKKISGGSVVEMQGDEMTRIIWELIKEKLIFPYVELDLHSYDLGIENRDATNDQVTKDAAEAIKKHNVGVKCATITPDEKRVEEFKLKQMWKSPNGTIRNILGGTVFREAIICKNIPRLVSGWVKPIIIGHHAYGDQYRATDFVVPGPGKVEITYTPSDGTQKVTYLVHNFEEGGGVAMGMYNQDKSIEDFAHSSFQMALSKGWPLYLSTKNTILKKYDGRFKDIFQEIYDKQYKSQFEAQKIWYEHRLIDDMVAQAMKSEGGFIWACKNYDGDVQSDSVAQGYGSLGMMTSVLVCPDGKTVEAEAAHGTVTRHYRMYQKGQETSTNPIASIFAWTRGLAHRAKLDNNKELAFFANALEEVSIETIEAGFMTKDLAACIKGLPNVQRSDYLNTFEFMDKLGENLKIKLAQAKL
* hit, by the source's call; · = no result given. Not all compounds are listed; the hit share may differ from the screen's.

SMILES	EZH2 inh	IDH1 R132H inh
Cc1ccc(S(=O)(=O)Nc2ccc3c(c2)C(=O)N([C@@H](C)CO)C[C@H](C)[C@H](CN(C)S(=O)(=O)c2ccc(C)cc2)OCCCC[C@@H](C)O3)cc1	·	-1.0
CC(C)NC(=O)N(C)C[C@@H]1OCc2cnnn2CCCC(=O)N([C@H](C)CO)C[C@@H]1C	·	-1.1
C[C@@H]1CN([C@H](C)CO)C(=O)c2cc(NC(=O)CCCCCC(=O)Nc3ccccc3N)ccc2O[C@@H]1CN(C)Cc1ccncc1	-4.5	-0.1
COc1ccc(CN(C)C[C@@H]2Oc3ccc(NS(=O)(=O)c4ccccc4)cc3C(=O)N([C@@H](C)CO)C[C@@H]2C)cc1	·	0.3
Cc1cc(S(=O)(=O)Nc2ccc(C(=O)O)cc2)c(C)c(S(=O)(=O)c2ccc(Cl)cc2)c1	24.5	6.1
O=C(O)CNC(=O)c1ccc(S(=O)(=O)N2CCOCC2)cc1	27.5	0.1
CCCN(C)C[C@@H]1Oc2ncc(C#Cc3ccc(OC)c(OC)c3)cc2C(=O)N([C@H](C)CO)C[C@@H]1C	-32.3	2.0
COc1ccc(CN(C)C[C@@H]2Oc3c(NC(=O)Nc4c(C)noc4C)cccc3C(=O)N([C@H](C)CO)C[C@@H]2C)cc1	6.0	-0.9
COc1cccc(-c2cc(C(F)(F)F)n3nc(C(=O)NCc4ccccn4)cc3n2)c1	0.0	0.1
C[C@H]1CN([C@@H](C)CO)C(=O)c2cc(N(C)C)ccc2O[C@@H]1CN(C)Cc1ccncc1	9.3	2.4
O=C(C[C@H]1CC[C@H](NC(=O)Nc2ccc(F)cc2)[C@H](CO)O1)NCc1cccc(F)c1	0.1	0.0
COc1ccccc1NC(=O)c1ccc(CSc2nc3ccccc3o2)cc1	25.4	-0.3
C[C@@H]1CN([C@H](C)CO)C(=O)Cc2cc(NC(=O)Nc3ccc(C(F)(F)F)cc3)ccc2O[C@H]1CN(C)CC1CCCCC1	·	-0.5
CC(C)NC(=O)N(C)C[C@@H]1Oc2cc(-c3ccccc3F)ccc2S(=O)(=O)N([C@H](C)CO)C[C@@H]1C	3.9	1.1
C=CCNC(=O)[C@@H]1[C@H]2C(=O)O[C@H](c3ccccc3)[C@H](c3ccccc3)N2[C@H](c2ccccc2OCCO)[C@@]12C(=O)N(C(=O)OCCOC)c1ccc(C#CCCO)cc12	-14.5	·
COc1cccc(-c2cnc3c(c2)C(=O)N([C@@H](C)CO)C[C@@H](C)[C@@H](CN(C)CC2CCOCC2)O3)c1	·	-0.2
C[C@H](O)C#Cc1ccc2c(c1)O[C@@H](CN(C)C(=O)c1ccncc1)[C@H](C)CN([C@H](C)CO)S2(=O)=O	·	1.1
C[C@H](CO)N1C[C@H](C)[C@H](CN(C)C(=O)c2ccccc2F)Oc2cc(-c3ccc(F)cc3)ccc2S1(=O)=O	-24.0	·
O=C(NCc1ccccn1)c1cc(-n2cnnc2)ccc1Cl	-2.2	-0.1
COc1ccccc1NC(=O)CCCC(=O)O	11.6	3.4
COc1cccc(C#Cc2cnc3c(c2)C(=O)N([C@@H](C)CO)C[C@H](C)[C@H](CN(C)CC2CC2)O3)c1	-16.6	0.3
COc1ccc(C#Cc2ccc3c(c2)O[C@H](CN(C)C(=O)NC2CCCCC2)[C@H](C)CN([C@@H](C)CO)S3(=O)=O)cc1	-6.7	0.1
C[C@@H]1CN([C@H](C)CO)C(=O)Cc2cc(NC(=O)Cc3cn(C)c4ccccc34)ccc2O[C@H]1CN(C)C(=O)Nc1ccc2c(c1)OCO2	·	-33.7
O=C(Nc1ccc(F)cc1)N[C@@H]1CC[C@H](CCn2cc(-c3ccc(F)cc3)nn2)O[C@@H]1CO	26.5	0.5
COCC(=O)N1C[C@@H](C)[C@@H](OC)CN(C)C(=O)c2cc(NC(=O)c3ccc(F)cc3)ccc2OC[C@@H]1C	0.0	0.4
CC(C)CC#Cc1ccc2c(c1)O[C@@H](CN(C)Cc1ccccn1)[C@@H](C)CN([C@@H](C)CO)S2(=O)=O	·	-0.5
Cc1ccc2cc(S(=O)(=O)NCCC(=O)O)ccc2c1	·	-0.1
CO[C@@H](CN(C)C(=O)c1ccccc1F)[C@@H](C)CN([C@@H](C)CO)S(=O)(=O)c1ccc(C)cc1	-5.0	0.1
COc1ccccc1CNC(=O)C[C@@H]1CC[C@H](NC(=O)CN(C)C)[C@@H](CO)O1	5.1	0.4
CO[C@@H]1CN(C)C(=O)c2cc(NS(=O)(=O)c3cn(C)cn3)ccc2OC[C@@H](C)N(C)C[C@@H]1C	0.6	·
COc1ccc(NC(=O)Nc2ccc3c(c2)C(=O)N([C@H](C)CO)C[C@H](C)[C@H](CN(C)S(=O)(=O)c2cn(C)cn2)OCCCC[C@H](C)O3)cc1	·	2.4
C/C=C/c1cnc2c(c1)C(=O)N([C@H](C)CO)C[C@H](C)[C@H](CN(C)C(=O)CN1CCOCC1)O2	-1.0	1.1
Cc1c(Cl)cccc1NC(=O)C(C)N(c1ccc(Oc2ccccc2)cc1)S(C)(=O)=O (stereo not given)	9.2	4.3
O=C(C[C@@H]1CC[C@H](NC(=O)CCN2CCCCC2)[C@@H](CO)O1)NCc1ccc(Cl)c(Cl)c1	2.8	-0.7
CC(=O)[C@]12O[C@]3(COC[C@H](c4ccccc4)N3C1=O)[C@@H]1C(=O)N(C)C(=O)[C@@H]12	-6.3	·
CO[C@@H]1CN(C)C(=O)c2ccc(NC(=O)C3CC3)cc2OC[C@@H](C)N(C(=O)Nc2ccccc2F)C[C@H]1C	6.2	-0.3
CCc1ccc(OCC(=O)Nc2sc3c(c2C(N)=O)CCCC3)c(Br)c1	2.3	0.3
C[C@@H]1CN([C@H](C)CO)C(=O)Cc2cc(NS(=O)(=O)c3ccc(F)cc3)ccc2O[C@@H]1CN(C)C	-0.7	·
C[C@@H]1CN([C@@H](C)CO)C(=O)Cc2cc(NC(=O)C3CCCCC3)ccc2O[C@H]1CN(C)Cc1ccncc1	·	45.8*
CNC[C@H]1Oc2ccc(NC(=O)Nc3ccc(F)cc3)cc2CC(=O)N([C@H](C)CO)C[C@H]1C	·	1.6
C[C@@H]1CCCCO[C@@H](CN(C)C(=O)Nc2ccc3c(c2)OCO3)[C@H](C)CN([C@@H](C)CO)C(=O)c2cc(NC(=O)Nc3ccc(F)cc3)ccc2O1	·	1.5
Cc1n[nH]c(C)c1Sc1nccc(-c2cccnc2)n1	5.7	0.1
CO[C@H]1CN(C)C(=O)c2cc(NC(=O)C3CCOCC3)ccc2OC[C@@H](C)N(C)C[C@@H]1C	-0.7	0.3
Cc1ccc(S(=O)(=O)Nc2ccc3c(c2)C(=O)N([C@@H](C)CO)C[C@H](C)[C@@H](CN(C)C(=O)Nc2ccc4c(c2)OCO4)OCCCC[C@H](C)O3)cc1	·	-1.0
CCCN1C[C@@H](C)[C@H](OC)CN(C)C(=O)c2cc(NC(=O)NC3CCCCC3)ccc2OC[C@H]1C	-30.8	-0.7

Entries listed so far that have a COOH group:
SMILES	EZH2 inh	IDH1 R132H inh
Cc1cc(S(=O)(=O)Nc2ccc(C(=O)O)cc2)c(C)c(S(=O)(=O)c2ccc(Cl)cc2)c1	24.5	6.1
O=C(O)CNC(=O)c1ccc(S(=O)(=O)N2CCOCC2)cc1	27.5	0.1
COc1ccccc1NC(=O)CCCC(=O)O	11.6	3.4
Cc1ccc2cc(S(=O)(=O)NCCC(=O)O)ccc2c1	·	-0.1

Further structures
SMILES	EZH2 inh	IDH1 R132H inh
C[C@H]1CN([C@@H](C)CO)C(=O)c2cc(-c3ccncc3)cnc2O[C@H]1CN(C)S(=O)(=O)c1ccccc1	·	2.7
C[C@@H]1CN([C@H](C)CO)S(=O)(=O)c2ccc(C#CC3(O)CCCC3)cc2O[C@H]1CN(C)C(=O)Nc1ccc(F)cc1	-32.7	-0.3
COc1ccc(S(=O)(=O)Nc2ccc3c(c2)CC(=O)N([C@H](C)CO)C[C@@H](C)[C@@H](CN(C)C(=O)Nc2ccc4c(c2)OCO4)O3)cc1	·	0.2
CO[C@@H](CN(C)C(=O)c1cc(Cl)cc(Cl)c1)[C@@H](C)CN(C(=O)Nc1ccc(F)cc1)[C@H](C)CO	-1.5	0.1
C[C@@H]1CN([C@H](C)CO)C(=O)c2cc(C3=CCCC3)cnc2O[C@H]1CN(C)C(=O)CN(C)C	6.4	-0.5
C[C@H]1CN([C@@H](C)CO)C(=O)Cc2cc(NC(=O)C3CCCCC3)ccc2O[C@@H]1CN(C)C(=O)Nc1cccc2ccccc12	·	0.0
C[C@@H]1CCCCO[C@@H](CN(C)CC2CCCCC2)[C@H](C)CN([C@H](C)CO)C(=O)c2cc(NC(=O)Nc3ccc(F)cc3)ccc2O1	·	2.2
COc1ccc(-c2ccc3c(c2)O[C@H](CN(C)Cc2ccccc2C(=O)O)[C@@H](C)CN([C@H](C)CO)S3(=O)=O)cc1	-7.7	0.0
COc1ccc(-c2ccc3c(c2)O[C@H](CN(C)C(=O)c2ccccc2F)[C@@H](C)CN([C@H](C)CO)S3(=O)=O)cc1	·	-2.3
C[C@H]1CN([C@@H](C)CO)S(=O)(=O)c2ccc(C#CCN(C)C)cc2O[C@H]1CN(C)CC1CC1	1.8	-1.3
C[C@@H]1CN([C@@H](C)CO)C(=O)c2cc(NC(=O)Cn3cnnn3)ccc2O[C@@H]1CN(C)Cc1ccc(C(=O)O)cc1	·	-0.5
C[C@@H]1CN([C@@H](C)CO)C(=O)c2cc(NS(C)(=O)=O)ccc2O[C@@H](C)CCCCO[C@H]1CN(C)C(=O)Cc1ccccc1	5.8	1.1
Cc1noc(C)c1NC(=O)N[C@@H]1CC[C@H](CC(=O)Nc2ccccc2)O[C@@H]1CO	-3.5	-0.1
C[C@@H]1CN([C@H](C)CO)C(=O)c2cc(NC(=O)Nc3ccc(C(F)(F)F)cc3)ccc2O[C@@H](C)CCCCO[C@@H]1CN(C)S(=O)(=O)c1cccs1	·	0.3
COc1ccccc1N(Cc1cc2ccc(C)cc2[nH]c1=O)S(=O)(=O)c1ccccc1	0.2	-0.2
COc1ccc(CC(=O)Nc2cccc(C(=O)Nc3ccccc3C(=O)O)c2)cc1OC	2.8	-1.1
CCCCN(C)S(=O)(=O)c1cc(-c2nnc3c4ccccc4c(C)nn23)ccc1OC	-15.3	-0.3
C[C@@H]1CN([C@H](C)CO)C(=O)c2cc(NC(=O)Nc3ccccc3)ccc2O[C@@H](C)CCCCO[C@@H]1CN(C)C(=O)Cc1ccccc1	·	-0.5
O=C(Cc1cc(C(=O)O)c2ccccc2n1)Nc1ccccc1	-10.8	1.0
N#C[C@H]1[C@@H](c2ccc(-c3cccc(F)c3)cc2)[C@@H](CO)N1C(=O)NC1CCCC1	·	0.0
Cc1ccc(-c2cnc3c(c2)C(=O)N([C@@H](C)CO)C[C@@H](C)[C@H](CN(C)C(=O)c2cccc(F)c2)O3)cc1	-5.4	-34.3
COC(=O)C[C@@H]1C=C[C@H](NS(=O)(=O)c2ccc(OC)cc2)[C@H](CO)O1	4.0	-0.3
COc1cccc2c1C(=O)c1c(O)c3c(c(O)c1C2=O)C[C@@](O)(C(C)=O)C[C@@H]3O[C@H]1C[C@H](N)[C@H](O)[C@H](C)O1	-2.2	-0.1
CCCn1nnnc1NC(=O)COc1ccc(Cl)c(C)c1	6.1	-0.2
COCC#Cc1ccc2c(c1)O[C@H](CN(C)S(C)(=O)=O)[C@@H](C)CN([C@@H](C)CO)S2(=O)=O	5.3	0.4
COc1ccccc1S(=O)(=O)N[C@@H]1CC[C@@H](CCNC(=O)C2CCC2)O[C@H]1CO	6.2	0.3
Cc1noc(C)c1S(=O)(=O)Nc1ccc2c(c1)C(=O)N([C@H](C)CO)C[C@@H](C)[C@H](CN(C)Cc1ccccc1)O2	3.5	1.5
CCCC(O)C#Cc1cnc2c(c1)C(=O)N([C@H](C)CO)C[C@H](C)[C@H](CN(C)S(=O)(=O)c1cccs1)O2 (stereo not given in full)	·	0.9
COc1ccc(S(=O)(=O)N(C)C[C@@H]2Oc3ccc(NC(=O)CCN4CCOCC4)cc3C(=O)N([C@H](C)CO)C[C@H]2C)cc1	·	-2.2
C[C@H]1CN([C@@H](C)CO)C(=O)c2cc(NS(=O)(=O)c3ccc(F)cc3)ccc2O[C@H]1CN(C)Cc1ccncc1	14.8	8.1
CCCCC(Nc1ncnc2ccccc12)C(=O)O (stereo not given)	·	2.6
C[C@H](CO)N1C[C@H](C)[C@H](CN(C)Cc2cccc(C(=O)O)c2)Oc2ncc(/C=C/c3ccccc3)cc2C1=O	·	-0.3
Cc1ccc(S(=O)(=O)N[C@H]2CC[C@H](CCNC(=O)C3CCOCC3)O[C@H]2CO)cc1	-8.3	-0.4
CC(=O)OC1CC2(C)C(CCC3C4(C)CCC(=O)C(C)C4C(O)C(=O)C32C)/C1=C(\CCC=C(C)C)C(=O)O (stereo not given)	2.9	0.2
CC(C)(C)[S@@](=O)N1Cc2cc(C(=O)NCCN3CCCCC3)nc(-c3cccc(-c4cccc(C#N)c4)c3)c2[C@H]1CCO	-17.7	0.0
O=C(N[C@@H]1CC[C@H](CCNS(=O)(=O)c2ccccc2)O[C@H]1CO)c1cccc(F)c1	0.7	-0.1

High-throughput results deposited in PubChem by Broad Institute.
